Compound activity: PubChem BioAssay, National Center for Advancing Translational Sciences (NCATS)
HepG2 tox: counter-screen for TGF-b inhibitors: cytotoxicity in HepG2 cells. AID 588856. actives 0.76% (n = 410,000). Potency, µM (series often up to 46.1 µM), for the others: at the highest dose activity change, negative = cytotoxicity, most hits filed as cytotoxic. HepG2 CAGA-GFP viability, ATP luminescence, 18 h; also: potency is read from the fitted curve at half-maximal effect; some results filed as inactive show a strong effect at the top dose
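HepG2 CAGA-GFP cells (1000/well, DMEM with 1% FBS) received compound, then TGF-beta at 500 pg/mL final, and were incubated 18 hours at 37 degrees C. Viability was read by CellTiter-Glo luminescence. Media-only wells were set as complete cell-killing and DMSO as no toxicity.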
Nrf2 block: blocks Nrf2 signaling | A549 ARE-Fluc reporter, luciferase luminescence, 18-24 h | Potency, µM (highest dose often 46 µM), inactives show at the highest dose activity change, negative = inhibition, hits mostly inhibitors | actives 2.1% (n = 360,000) | AID 504444; also: potency is read from the fitted curve at half-maximal effect; % is scaled to controls: 0 for no effect and ±100 for the full control effect; nearly all actives have a fitted effect of over 60% in size
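A549 ARE_Fluc cells (5000/well, 5% FBS OPTI-MEM) pre-incubated 2 h, then treated with compounds 18-24 h at 37C/5% CO2 in concentration-response. CellTiter-Fluor viability read first; BugLite luciferase luminescence after 15 min at room temperature gives Nrf2 activity.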
A549 tox: A549 cytotoxicity, counter-screen for Nrf2 inhibitors | actives 0.16% (n = 390,000) | A549 ARE-Fluc cells, CellTiter-Fluor viability, 18-24 h | Potency, µM (series often up to 46 µM), for inactives: top-dose activity change, negative = cytotoxicity, most hits filed as inhibitors; also: potency is read from the fitted curve at half-maximal effect; % is scaled to controls: 0 for no effect and ±100 for the full control effect
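A549 ARE_Fluc cells in 5% FBS OPTI-MEM were exposed to compounds in concentration-response for 18-24 h at 37 deg C. Viability was read by CellTiter-Fluor fluorescence (Ex 405/Em 525) after 30 min, before the luciferase read.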
CCT modulator: cytosolic chaperonin activity modulation. purified chaperonin ATPase assay, HTRF ADP detection, 30 min. activity change, % (test concentration not listed), hits read low. actives 0.3% (n = 360,000); in the data active = activity change below about -30%; also: % is scaled to controls: 0 for no effect and ±100 for the full control effect
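TRiC at 40 or 20 nM final (batch-dependent) in 30 mM Tris pH 7.4, 100 mM KCl, 5 mM MgCl2, 1 mM DTT, with compound at single 76 uM and 10 uM ATP, 30 min at 37 deg C. ADP detected by HTRF Transcreener, 665/615 ratio.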
Nrf2 ARE act: activators of Nrf2 (ARE) signaling | AREc32 ARE-luciferase reporter (MCF7-derived line), luminescence, 24 h | Potency, µM (series often up to 46.1 µM), without a hit: at the top dose activation, hits mostly activators | actives 0.31% (n = 410,000) | AID 624171; also: potency is read from the fitted curve at half-maximal effect; % of control where 0% means no effect; nearly all actives have a fitted effect of over 65% in size
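Nrf2 activation is followed as ARE-luciferase induction in the AREc32 line after one day of compound treatment; luminescence is read with Steady-Glo.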
S2 tox: viability counter-screen for ATXN expression inhibitors; S2 cells (HEK-293 line with an ATXN2-luciferase reporter) viability, CellTiter-Fluor protease fluorescence, 24 h; Potency, µM (highest dose often 56.7 µM), usual class: cytotoxic; actives 0.49% (n = 400,000); also: potency is read from the fitted curve at half-maximal effect; nearly all actives have a fitted effect of over 40% in size
TGFb inhibitor: blocks TGF-b signaling; Potency, µM (top dose mostly 46.1 µM), without a hit: at the highest dose activity, negative = inhibition, usual class: inhibitors; HepG2 CAGA-GFP TGF-b/SMAD3 reporter, GFP fluorescence, 18 h; TGF-beta stimulated, 500 pg/mL final; actives 1.2% (n = 410,000); also: potency is read from the fitted curve at half-maximal effect; % is scaled to controls: 0 for no effect and ±100 for the full control effect; nearly all actives have a fitted effect of over 65% in size
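Per well, imaged GFP fluorescence of HEPG2 CAGA-GFP cells gives the signal; cells get compound, then TGF-beta (500 pg/mL final), 18 h at 37 degrees C; %Activity versus -TGF-beta and +DMSO controls.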
Mm-Cpn inhibitor: inhibitors of Methanococcus maripaludis chaperonin (MmCpn). purified Mm-Cpn ATPase, ADP Transcreener TR-FRET. Potency, µM (top dose mostly 76.9 µM), without a hit: top-dose activity, negative = inhibition, most hits filed as inhibitors. actives 0.031% (n = 330,000); also: potency is read from the fitted curve at half-maximal effect; % is scaled to controls: 0 for no effect and ±100 for the full control effect; nearly all actives have a fitted effect of over 80% in size
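Reaction buffer contained 30 mM Tris pH 7.4, 100 mM KCl, 5 mM MgCl2 and 1 mM DTT. Mm-CPN (25 nM final) hydrolysed 10 uM ATP over 30 min at 37°C; ADP was read by HTRF.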
pAkt inh: Akt phosphorylation inhibition | Neuro2A IGF-stimulated pAkt S473 HTRF, 20 min; hits give low values | activity change, % for hits at 50 µM | actives 0.32% (n = 360,000) | AID 651550; in the data active = activity change below about -80%; inconclusive = mostly about -51% to -80%; also: % is scaled to controls: 0 for no effect and ±100 for the full control effect
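Neuro2A cells in DMEM with 0.5% FBS, overnight at 37 deg C, given compound at single 50 µM final, then IGF (6 nM final) for 20 min at 37 deg C. Lysed; phospho-Akt Ser473 by HTRF after 24 h, 665/615 ratio.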
* hit, by the source's call; i = inactive; ? = inconclusive; · = no result given; & = joins results of further samples; [ ] = dose if it differs, or a comment. Unless noted, calls follow the shape of the dose curve; as a rule, active = well fitted curve in the direction sought with a large enough effect; inconclusive = small, poorly fitted or top-dose-only effect, or another doubt; inactive = no such curve, though single readings can be large; an effect the other way counts as inactive or inconclusive.

smiles	Nrf2 block	S2 tox	A549 tox	HepG2 tox	Mm-Cpn inhibitor	CCT modulator	TGFb inhibitor	pAkt inh	Nrf2 ARE act
CCC(CO)Oc1cc(NCc2ccc(C)cc2)c2ncn(C(C)C)c2c1 (stereo not drawn)	12%	?	-15%	8%	-1%	1.3	16%	i	-2.2%
O=C1CCCCCN1Cc1ccccc1	14%	i	-1%	0%	?	-3.1	12%	i	0.3%
Cc1sc(NC(=O)c2cccs2)c(C(N)=O)c1C	?	?	3%	-16%	-2%	-0.5	0%	i	10µM*
CCCCN1CCc2c(c3ccccc3n2Cc2ccccc2)C1	8%	·	-2%	-44%	-2%	-0.2	?	i	6.1%
NC(=O)N/N=C/c1ccc(-c2cccc(C(F)(F)F)c2)o1	16%	i	9%	-24%	1%	-0.1	-20%	i	7.9%
CCN(CC)C(=O)c1ccc(-c2nnc(OC)c3ccccc23)cc1	-26%	i	-6%	-19%	1%	-0.8	-21%	i	-0.7%
CCOc1ccccc1NC(=O)CSc1nnnn1-c1ccc(C(=O)OC)cc1	10%	i	1%	8%	1%	3.2	-2%	·	0.2%
CCN(CC)CCN(C(=O)c1ccc(C(=O)c2ccccc2)cc1)c1nc2c(OC)cccc2s1	-9%	i	-6%	-14%	-2%	-4.1	1%	i	-2.0%
CCCCOC(=O)c1ccc(Nc2nc3ccc(C(=O)c4ccccc4)cc3n3cnnc23)cc1	28%	·	5%	5%	·	·	?	·	0.0%
COc1c(C)cc(C(=O)C2CCCN(C(=O)Cn3nc(C)nc3C)C2)cc1C (stereo not drawn)	-3%	i	-9%	0%	1%	-2.6	-8%	i	-1.3%
CCC(=NCCc1ccc(OC)c(OC)c1)C1=C(O)CC(C)(C)CC1=O	-5%	i	0%	15%	-1%	-0.3	0%	i	-0.2%
CN(C(=O)COC(=O)c1ccc(Cl)nc1)c1c(N)n(Cc2ccccc2)c(=O)[nH]c1=O	13%	i	1%	-12%	1%	-1.0	-6%	i	-0.8%
CCCN1C(=O)c2[nH]nc(-c3ccc(F)cc3)c2C1c1ccccn1 (stereo not drawn)	0%	·	-12%	-2%	·	·	·	·	3.6%
COc1ccc(-c2csc(NC(=O)c3cccc(N4C(=O)CCC4=O)c3)n2)cc1C	-6%	i	0%	-3%	0%	2.7	?	i	-1.0%
CCOC(=O)C1CSC(CC(=O)Nc2ccc(OCC)cc2)C(=O)N1 (stereo not drawn)	10%	i	1%	-5%	1%	0.9	-6%	i	-0.1%
Cc1nnnn1/C(=C\c1ccccc1)C(=O)OCC(=O)NC1CCCCC1	?	?	?	-85%	1%	-2.6	-18%	i	?
CCN(CC)c1ncnc2c1ncn2[C@H]1CN(C2CCCC2)C[C@@H](CO)O1	·	i	·	0%	·	0.3	1%	·	-0.3%
COc1cccc(CNc2ncnc3nc[nH]c23)c1	-24%&-9%	·	-1%&-3%	1%&4%	·	·	1%&-2%	·	·
O=C1NC(=S)N/C1=C\c1ccccc1OCc1ccc(C(=O)O)cc1	10%	i	-4%	-1%	0%	-4.4	-3%	i	-0.9%
CN1CCN(C(=O)CCNC(=O)Cn2ccc3ccccc3c2=O)CC1	3%	i	0%	-23%	-2%	-1.2	-1%	i	0.2%
O=C1C=C(NCc2ccc3c(c2)OCO3)CC(c2ccccc2)C1 (stereo not drawn)	-14%	?	-11%	-23%	1%	0.0	-2%	i	0.4%
CCOc1ccc(Sc2cc(C(=O)NC(C)c3ccccc3)c3ccccc3n2)cc1 (stereo not drawn)	·	·	-1%	-14%	·	·	-16%	·	3.3%
CSc1nc(N)nc2c1ncn2CC(=O)Nc1ccc(C)c(C)c1	?	i	-1%	-3%	0%	1.0	-12%	i	1.2%
O=C(c1cc(-c2ccco2)on1)N1CCN(c2ccccc2)CC1	-7%	i	-4%	-22%	1%	1.5	-19%	i	8.8%
COc1ccc(CCc2nnc(CCC(=O)NCc3ccc4ncccc4c3)o2)cc1	-9%	i	-1%	16%	2%	-2.4	12%	i	0.4%
COC(=O)C1=C[C@@H](C(=O)OC)C2C3=C(C(=O)[C@@]2(C)NC(=O)c2ccccc2)[C@H](c2ccccc2)n2c(=O)n(-c4ccccc4)c(=O)n2[C@@H]3C1 (stereo partly drawn)	-10%	·	-5%	3%	·	·	10%	·	·
CC(C(=O)NCc1ccccc1F)n1ccc2cc(S(=O)(=O)N3CCCC3)ccc21 (stereo not drawn)	-37%	?	-7%	-21%	·	·	1%	·	5.7%
CC(NC(=O)CCCn1c(=O)c2cccn2c2cccnc21)c1ccccc1 (stereo not drawn)	?	·	1%	-21%	·	·	-20%	·	-1.2%
CCN(CC(=O)NCc1ccc(Cl)cc1)CC(=O)Nc1ccc(C(N)=O)cc1	-10%	i	-1%	4%	1%	0.1	4%	i	-0.6%
Cn1nc(C(C)(C)C)cc1NC(=O)C1(C)CCN1C(=O)C1(c2ccccc2)CCCC1 (stereo not drawn)	·	?	·	-15%	·	1.5	-2%	i	-1.1%[9.22 µM]
Cc1ccc2oc(-c3ccc(C)c(NC(=S)NC(=O)c4cccs4)c3)nc2c1	?	?	-17%	-16%	1%	0.5	-1%	i	8.5%
CN1CC(=O)N2[C@H]3c4ccccc4OC[C@@H]3[C@H](c3ccccc3)[C@]2(C)C1=O	-4%	i	1%	1%	-4%	-2.1	?	i	0.1%
O=C(OCc1ccccc1)N1CCC2CC1c1ccc(-c3cccc(F)c3)cc12 (stereo not drawn)	·	i	·	-21%	·	-0.2	?	i	3.9%
Cc1oc(C(C)(C)C)c(CN2CCCC2)c1C(=O)O	19%	i	-1%	9%	1%	0.8	5%	i	0.2%
COc1ccc(CNC(=O)C2CCN(C(=O)c3ccco3)CC2)cc1	3%	i	5%	10%	0%	-0.2	4%	i	-0.4%
O=C(NC(=S)Nc1cc([N+](=O)[O-])ccc1Cl)c1ccccc1	·	i	1%	-25%	-1%	-2.7	-20%	i	?
CCOc1ccc(NC(=O)CSc2nc(C3CC3)nc3ccccc23)cc1	?	i	-5%	-4%	-2%	-0.7	15%	i	2.2%
COc1ccc(NC(=O)CN2C(=O)C(C)(C)c3ccccc32)cc1Cl	·	?	-13%	-5%	·	·	-27%	·	0.6%
CN(C)S(=O)(=O)Nc1ccc2c(c1)OCO2	5%	i	5%	-4%	1%	-1.1	7%	i	0.3%
CCCCCN(C(=O)CCC(=O)OC(C)C(=O)c1ccc(Cl)cc1)c1c(N)n(CCCC)c(=O)[nH]c1=O (stereo not drawn)	-10%	i	-6%	-14%	1%	0.4	-1%	i	-0.5%
O=C1Nc2ccc(Br)cc2/C1=N/N=C/C1=C(N2CCOCC2)C(=C\c2ccccc2)/CC1	21µM*	i	18µM*	5%	0%	-2.3	5%	i	7.0%
O=C(/C=C/c1ccccc1)c1ccccc1O	3.7µM*	?	?	-81%	-1%	0.3	?	i	?
CCc1ccc(CCN2C(=O)c3ccccc3C2=O)nc1	1%	i	-2%	3%	0%	-3.0	-18%	i	3.2%
Cc1cnc(C(=O)OC(C(=O)c2ccccc2)c2ccccc2)cn1 (stereo not drawn)	13%	i	-4%	-9%	-3%	-0.7	-16%	i	0.3%
Cc1cccc2cc(/C=N/NC(=O)c3ccncc3)c(Cl)nc12	-13%	i	-1%	-8%	-7%	-0.3	-7%	i	-0.5%
Cc1cc(F)c(F)c(C(=O)N2CCC(C)CC2)c1Cl	2%	i	1%	-2%	3%	-5.4	-2%	i	-0.3%
Cc1nc(CN(C)C(=O)C2CCC(=O)N(CCc3cccc(F)c3)C2)cs1 (stereo not drawn)	2%	?	-2%	-2%	-1%	-0.5	13%	i	-0.3%
CC1CCc2sc(C(=O)Nc3ccc(C(N)=O)cc3)cc2C1 (stereo not drawn)	2%	i	-4%	-14%	-10%	-0.6	-9%	i	3.0%
O=C(N[C@@H](Cc1ccccc1)C(=O)O)c1ccc(C(F)(F)F)cc1	-5%	i	-1%	-17%	·	-1.2	?	i	-0.6%
O=C(CNC(=O)c1cccc(OC(F)F)c1)Nc1ccc(Cl)cc1	26µM*	i	-8%	8%	0%	-3.2	5%	i	0.1%

As a working copy, 2 of the compounds above.
smiles	Nrf2 block	S2 tox	A549 tox	HepG2 tox	Mm-Cpn inhibitor	CCT modulator	TGFb inhibitor	pAkt inh	Nrf2 ARE act
CCC(CO)Oc1cc(NCc2ccc(C)cc2)c2ncn(C(C)C)c2c1 (stereo not drawn)	12%	?	-15%	8%	-1%	1.3	16%	i	-2.2%
O=C1CCCCCN1Cc1ccccc1	14%	i	-1%	0%	?	-3.1	12%	i	0.3%

Printed as active in Nrf2 ARE act, of those listed so far:
| mol | Mm-Cpn inhibitor | CCT modulator | TGFb inhibitor | pAkt inh | Nrf2 ARE act |
| --- | --- | --- | --- | --- | --- |
| Cc1sc(NC(=O)c2cccs2)c(C(N)=O)c1C | -2% | -0.5 | 0% | i | 10µM* |
